CSN inh: blocks human CSN-mediated cullin deneddylation; Q92905; Purified CSN, SCF-Nedd8-OG deneddylation, fluorescence polarization; inhibition, % at 12.5 µM; actives 0.38% (n = 360,000);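 active means pattern-corrected inhibition above about 35%, with an unprinted fluorescence ratio check between 0.5 and 1.5, limit read from the data, passing the limit was not always enough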;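 further: 0% = enzyme with substrate and 100% = substrate without enzyme; some results filed as inactive read as strong as hits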
Target sequence (Q92905 whole entry, looked up, one chain of several): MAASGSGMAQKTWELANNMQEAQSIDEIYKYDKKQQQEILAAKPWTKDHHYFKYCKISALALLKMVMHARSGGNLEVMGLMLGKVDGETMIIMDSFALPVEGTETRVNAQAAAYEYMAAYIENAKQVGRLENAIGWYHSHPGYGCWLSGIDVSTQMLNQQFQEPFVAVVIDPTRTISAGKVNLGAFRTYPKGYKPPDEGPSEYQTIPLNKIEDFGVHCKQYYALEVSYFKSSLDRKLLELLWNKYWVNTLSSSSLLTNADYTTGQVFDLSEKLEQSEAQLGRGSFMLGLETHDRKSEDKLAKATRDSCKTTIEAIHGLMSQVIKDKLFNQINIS
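Assay system: HEK293T-derived human Csn5 enzyme; quantity: 0.24 nM enzyme; medium: Tris/NaCl/DTT buffer, pH 7.5; also added: substrate SCFSkp2-Nedd8OG, 10 nM; doses: 12.5 µM compound; schedule: 90 min reaction at room temperature; signal: FP; read-out: % inhibition of substrate cleavage by Csn5; benchmarks: substrate-only high control, full reaction low control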
PABP1 MLLE inh: blocks PAM2 peptide binding to the PABP1 MLLE domain; actives 0.36% (n = 360,000); GST-MLLE / FITC-PAM2 fluorescence polarization; inhibition, % at 20 µM; P11940; in the data active means inhibition above about 35%, passing the limit was not always enough;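 further: plate controls were DMSO wells with GST-MLLE for no effect and wells lacking GST-MLLE protein for full effect; some results filed as inactive read as strong as hits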
FAS-TE inh: blocks the thioesterase domain of human fatty acid synthase | AID 602261 | P49327 | inhibition, % at 15 µM | recombinant FAS-TE, OMFH fluorogenic substrate, fluorescence endpoint | actives 0.67% (n = 360,000);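 active means compounds whose normalised, plate-corrected inhibition of enzyme fluorescence in the single-dose primary screen is 50% or more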;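 further: 0% = DMSO with enzyme and 100% = substrate without enzyme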
Rin1 Abl inh: blocks binding of human Rin1 to Abl; P00519+Q13671; TR-FRET Rin1/Abl binding, biochemical; inhibition, % at 7.35 µM; actives 0.4% (n = 360,000); AID 588664; in the data active means inhibition above about 5%, passing the limit was not always enough
Rpn11 block: inhibitors of human proteasome Rpn11. O00487. actives 0.59% (n = 360,000). human 26S proteasome, Ub4-pepOG fluorescence polarization; 20S core pre-blocked with epoxomicin. calls only at 20 µM;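 active means inhibition at 20 µM, scaled to each plate's controls, above about 33%, limit read from the data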
Target sequence (O00487 whole entry, looked up): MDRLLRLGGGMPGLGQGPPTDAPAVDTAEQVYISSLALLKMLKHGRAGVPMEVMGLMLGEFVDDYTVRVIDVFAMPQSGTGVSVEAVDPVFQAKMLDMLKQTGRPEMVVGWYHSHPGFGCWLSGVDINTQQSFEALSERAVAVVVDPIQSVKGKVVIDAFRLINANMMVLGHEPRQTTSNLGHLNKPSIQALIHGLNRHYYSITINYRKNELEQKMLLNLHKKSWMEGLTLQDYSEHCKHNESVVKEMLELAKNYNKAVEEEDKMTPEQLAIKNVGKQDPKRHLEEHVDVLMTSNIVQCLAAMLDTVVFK
SKN-1 block: inhibitors of C. elegans SKN-1; C. elegans VP596 Pgst-4::GFP/RFP ratio, acrylamide-induced, 24 h; actives 0.49% (n = 360,000); AID 624304; inhibition, % at 21.8 µM;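 active means interference check ratio from 0.5 to 1.5 plus GFP to RFP signal ratio inhibition reaching or exceeding a fixed threshold, cut at about 30% in these data, passing the limit was not always enough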; further: some compounds called inactive have numbers as strong as hits
MT1-MMP act inh: inhibitors of human MT1-MMP activation; HT1080 RFP-PRO-GFP cells, GFP/RFP ratio fluorescence, overnight; percent of plate control window, DMSO zero; GFP/RFP ratio change, % at 20 µM; actives 0.061% (n = 360,000); AID 651647;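 active means GFP/RFP ratio change of at least 30% with cell ATP level not reduced by more than half and red fluorescence within 50% of control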; further: strong numbers were not always called active
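Material – HT1080 RFP-PRO-GFP cells · Control set – DMSO wells and RFP-L50D-GFP cells · Incubation – overnight cell settling, then overnight compound exposure, 37 °C, 5% CO2 · Compound dosing – single-point 20 µM compound, 1% DMSO · Read-out – GFP/RFP fluorescence ratio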
Neddylation inh: inhibitors of human cullin neddylation; P61081+Q13564; TR-FRET cullin neddylation, biochemical; calls only at 25 µM; actives 0.58% (n = 360,000); AID 651699; in the data active means inhibition above about 36%
NadD block: blocks S. aureus nicotinate mononucleotide adenylyltransferase; inhibition, % at 20 µM; purified NadD enzyme, colorimetric absorbance read-out; actives 0.78% (n = 360,000); in the data active means inhibition above about 26%; further: some compounds past the cut are filed as inactive
Numbers without * were called inactive; i = inactive; . = not tested or not shown; + = active, no number.

SMILES | CSN inh | PABP1 MLLE inh | FAS-TE inh | Rin1 Abl inh | Rpn11 block | SKN-1 block | MT1-MMP act inh | Neddylation inh | NadD block
Cn1c(=O)c2c(ncn2CC(=O)N/N=C/C(Cl)=C/c2ccccc2)n(C)c1=O | -7 | -8 | 9 | -3 | i | -7 | 3 | i | 6
CC(c1ccco1)N(C(=O)c1ccc(C#N)cc1)c1ccccn1 (stereo not drawn) | 3 | 2 | -4 | 4 | i | -6 | 4 | i | 3
O=C1NC2CCCCC2C(=O)N1OS(=O)(=O)c1ccccc1 (stereo not drawn) | 0 | 22 | 16 | 3 | i | 18 | 3 | i | 3
O=S(=O)(N=C1C=CC(=NS(=O)(=O)c2ccccc2)c2ccccc21)c1ccccc1 | 10 | 19 | 6 | 3 | i | -9 | 8 | i | 33*
O=c1c2ccccc2nnn1Cc1ccc(Br)cc1 | 0 | 9 | 18 | 1 | i | 36* | -3 | i | -10
NC(=O)c1csc(CCNC(=O)c2ccccc2)n1 | 2 | -7 | -11 | -2 | i | 4 | 0 | i | -2
O=C(NCC1CCS(=O)(=O)C1)Oc1ccccc1 (stereo not drawn) | -2 | 10 | -10 | -3 | i | -22 | 0 | i | -3
CCOC(=O)Cn1c(=NC(=O)c2nc3ccccc3s2)sc2cc(S(N)(=O)=O)ccc21 | 2 | -6 | -9 | -2 | + | -8 | -2 | i | 19
O=S(=O)(N/N=C1/CCCc2ccccc21)c1ccc(Br)cc1 | 1 | 6 | 19 | 0 | i | 6 | -2 | i | -4
CN(C)c1nc(OCCOC(=O)COc2ccc(Cl)cc2Cl)nc(N(C)C)n1 | -5 | 5 | 18 | 3 | i | 6 | 5 | i | 5
O=C(/C=C/c1ccccc1)/C=C/c1ccccc1 | 16 | -5 | 0 | 1 | i | 81* | 1 | i | -7
CC1(C)CC(=O)c2cnc(NC3CC3)nc2C1 | -2 | -7 | -11 | 0 | i | 4 | -2 | i | 2
CCn1cc([N+](=O)[O-])nc1C | -13 | -13 | -7 | -2 | i | -5 | 2 | i | 1
CC1CCN(c2ccc(C(=O)NCc3ccco3)cc2[N+](=O)[O-])CC1 | -10 | -2 | 12 | -2 | i | 16 | 4 | i | 2
O=C(CCS(=O)(=O)c1ccccc1Cl)NC1CCCCCC1 | -5 | 3 | -7 | 1 | i | 4 | 0 | i | 2
O=C(CSc1nnc2ccc(-c3cccnc3)nn12)Nc1ccccc1F | -1 | -14 | -2 | 2 | i | 12 | -2 | i | 0
CC(C)CCNC(=O)C(c1ccco1)N(CC1CCCO1)C(=O)Cn1nnc2ccccc21 (stereo not drawn) | 1 | 11 | -6 | 0 | i | 19 | 3 | i | -3
O=C(NCC(c1ccco1)N1CCN(c2ccccc2)CC1)OCc1ccccc1 (stereo not drawn) | -3 | 0 | 13 | 4 | i | -1 | 5 | i | -3
Cc1cc(CN(C)Cc2ccc(OCC(O)CN(C)Cc3ccccc3)cc2)on1 (stereo not drawn) | 2 | 10 | -11 | 1 | i | 1 | 3 | i | -4
CC1=C(c2ccccc2)C(O)(c2ccccc2)C(C)C1=O (stereo not drawn) | -1 | 6 | 1 | 3 | i | 10 | -2 | i | -2

Ordered by count of non-hydrogen atoms (ascending): 5 of the compounds above
SMILES | CSN inh | PABP1 MLLE inh | FAS-TE inh | Rin1 Abl inh | Rpn11 block | SKN-1 block | MT1-MMP act inh | Neddylation inh | NadD block
O=c1c2ccccc2nnn1Cc1ccc(Br)cc1 | 0 | 9 | 18 | 1 | i | 36* | -3 | i | -10
O=C1NC2CCCCC2C(=O)N1OS(=O)(=O)c1ccccc1 (stereo not drawn) | 0 | 22 | 16 | 3 | i | 18 | 3 | i | 3
O=C(CSc1nnc2ccc(-c3cccnc3)nn12)Nc1ccccc1F | -1 | -14 | -2 | 2 | i | 12 | -2 | i | 0
Cn1c(=O)c2c(ncn2CC(=O)N/N=C/C(Cl)=C/c2ccccc2)n(C)c1=O | -7 | -8 | 9 | -3 | i | -7 | 3 | i | 6
Cc1cc(CN(C)Cc2ccc(OCC(O)CN(C)Cc3ccccc3)cc2)on1 (stereo not drawn) | 2 | 10 | -11 | 1 | i | 1 | 3 | i | -4

New compounds follow.
SMILES | CSN inh | PABP1 MLLE inh | FAS-TE inh | Rin1 Abl inh | Rpn11 block | SKN-1 block | MT1-MMP act inh | Neddylation inh | NadD block
O=C(c1cc2cc(Cl)ccc2oc1=O)N1CCCCCCC1 | -3 | 7 | 0 | -2 | i | -1 | 2 | i | -3
CS(=O)(=O)N(Cc1ccccc1)c1ccc(C(=O)Nc2cccnc2)cc1 | -5 | -12 | -3 | 2 | i | 4 | 1 | i | -6
Cc1ccc(S(=O)(=O)N2CCN(C(=S)NCCc3ccccc3)CC2)cc1 | -7 | -124 | 1 | 2 | i | -21 | 2 | i | -6
COCCN1Cc2cccc(C(=O)Nc3cc(OC)ccc3OC)c2C1=O | -3 | 13 | -7 | -1 | i | 25 | 3 | i | -4
N#Cc1sc2nc(N3CCCCC3)c3c(c2c1N)CCCC3 | 7 | 9 | 28 | 0 | i | -24 | -1 | i | 1
O=C1CC[C@@H](C(=O)N2CSC[C@@H]2C(=O)Nc2cccc(C(F)(F)F)c2)N1 | -3 | 12 | -8 | -1 | i | 8 | -6 | i | -4
O=C(COc1ccc2ccc(=O)oc2c1)Nc1ccc(CCO)cc1 | -1 | 2 | -5 | 1 | i | 1 | 0 | i | -5
Cc1ccc(C)c(C(=O)COC(=O)c2cc(Cl)nc3ccccc23)c1 | 8 | -7 | 30 | -1 | i | 1 | 8 | i | -1
C=CCn1c(=O)c2ccccc2n2c(SCc3csc(-c4ccccc4)n3)nnc12 | -1 | -4 | 0 | 1 | i | 17 | 0 | i | -2
O=C1NC2(Nc3ccccc31)C(=O)Nc1ccccc12 (stereo not drawn) | 0 | -31 | -1 | 2 | i | -3 | -3 | . | 4
COc1cc(C2NC(=O)C(C#N)=C(S)N2c2ccccc2)ccc1OC(C)C (stereo not drawn) | -2 | 6 | -4 | 1 | i | 10 | 2 | i | 6
O=C(CCN1C(=O)[C@@H]2Cc3ccccc3CN2C1=O)Nc1cccc(F)c1 | 0 | -5 | -2 | 5 | i | 14 | -1 | i | -4
COc1cc(-c2cnc3c(NC=O)cc(-c4cccc(NC(C)=O)c4)cn23)cc(OC)c1OC | 3 | -13 | 4 | 0 | i | -4 | 25 | i | -8
COc1ccc(/C=C2\SC(=S)N(CCC(=O)NC3C=CS(=O)(=O)C3)C2=O)cc1 (stereo not drawn) | -1 | 17 | 4 | -5 | i | 14 | -5 | i | 9
CC1CCCC(NC(=O)COC(=O)c2ccccc2Sc2ccccc2C#N)C1C (stereo not drawn) | 4 | 1 | -2 | -2 | i | 16 | -1 | i | -13
Cc1cc(C)c(C#N)c(SCC(=O)Nc2ccc(S(=O)(=O)Nc3ncccn3)cc2)n1 | 3 | 3 | -6 | -4 | i | 9 | 0 | i | 5
Cc1cccc(N2CCN(C(=O)Cc3ccc(Br)cc3)CC2)c1C | -1 | -3 | 27 | -1 | i | 10 | -3 | i | 4
CCOC(=O)C1=C2NC(=O)c3ccccc3N2C(=O)C1 | -8 | 76 | 1 | -2 | i | 1 | -44 | i | 5
COCCc1ccc(OC2(C)CCN(Cc3cccc(OCOC)c3)C2)cc1 (stereo not drawn) | 3 | 5 | -5 | 2 | i | 6 | -7 | i | -8
Cc1cccc(COc2ncnc3nc[nH]c23)c1 | 4 | -12 | 2 | -1 | i | 12 | 3 | i | -4

Arranged by the number under SKN-1 block (high to low): some entries from above.
| SMILES | SKN-1 block |
| --- | --- |
| COCCN1Cc2cccc(C(=O)Nc3cc(OC)ccc3OC)c2C1=O | 25 |
| O=C(CCN1C(=O)[C@@H]2Cc3ccccc3CN2C1=O)Nc1cccc(F)c1 | 14 |
| COc1cc(C2NC(=O)C(C#N)=C(S)N2c2ccccc2)ccc1OC(C)C (stereo not drawn) | 10 |
| COCCc1ccc(OC2(C)CCN(Cc3cccc(OCOC)c3)C2)cc1 (stereo not drawn) | 6 |
| CS(=O)(=O)N(Cc1ccccc1)c1ccc(C(=O)Nc2cccnc2)cc1 | 4 |
| COc1cc(-c2cnc3c(NC=O)cc(-c4cccc(NC(C)=O)c4)cn23)cc(OC)c1OC | -4 |

(continued)
SMILES | CSN inh | PABP1 MLLE inh | FAS-TE inh | Rin1 Abl inh | Rpn11 block | SKN-1 block | MT1-MMP act inh | Neddylation inh | NadD block
COc1ccc(C(=O)Nc2cccc(-c3nc4ncccc4o3)c2C)cc1OC | 3 | 10 | -9 | 3 | i | 14 | 5 | i | -1
Cc1ccccc1NC(=O)CCN1CCCCCC1 | 5 | 18 | -9 | 2 | i | -18 | -3 | i | -4
CC1=C(C(=O)OCC2CCCO2)C(c2ccccc2)C2=C(CCCC2=O)N1 (stereo not drawn) | -5 | -7 | -5 | 5 | i | 3 | -1 | . | 7
CC(C)Oc1cccc(C(=O)NC(=S)Nc2ccc(Cl)c(C(=O)O)c2)c1 | 4 | 31 | 8 | 0 | i | 8 | 1 | i | -4
CCNC(=S)Nc1cccc(NC(=O)c2ccccc2O)c1 | 2 | -12 | -7 | 0 | i | -1 | 3 | i | 4
CCCCNC(=O)c1onc(CSc2nc3ccccc3[nH]2)c1C(=O)NCCCC | 0 | -11 | 6 | 4 | i | 1 | -1 | i | -11
O=C(CC12CC3CC(CC(C3)C1)C2)NCC(c1ccc(F)cc1)N1CCOCC1 (stereo not drawn) | -2 | -7 | 5 | 4 | i | -3 | -3 | i | 1
CCN(CC)S(=O)(=O)c1cccc(NC(=O)CSc2nnc(N)s2)c1 | 1 | -45 | -5 | 1 | i | -9 | 1 | i | 2
Cc1cnc(C(=O)OCC(=O)c2c(N)n(CC(C)C)c(=O)n(C)c2=O)cn1 | 2 | -7 | -3 | 1 | i | 5 | -6 | i | -5
O=C(c1ccco1)n1nc(-c2cccnc2)nc1NCc1ccco1 | -7 | -7 | 5 | -3 | i | 7 | -1 | i | -5
CN(C(=O)C1CCCCC1)C1CCS(=O)(=O)C1 (stereo not drawn) | 0 | 16 | -2 | 1 | i | -11 | 4 | i | -4
O=C(Nc1cccc2ccccc12)N1CCc2ccccc2C1 | 2 | -3 | 3 | -3 | i | 6 | 0 | i | -1
C/C(CC(=O)Nc1cc(C)ccn1)=N\NC(=O)c1ccncc1 | 6 | 4 | 0 | 4 | i | -1 | 3 | i | -3
Cc1ccc(S(=O)(=O)NCCCCCC(=O)Nc2ccccc2C)cc1 | 0 | 2 | -9 | -2 | i | 19 | -3 | i | 2
O=C(CCCc1ccccc1)Nc1ccccc1[N+](=O)[O-] | 0 | -11 | 10 | -2 | i | 12 | 2 | i | -2
Cc1ccc(NC(=O)CCN2CCc3ccccc3C2)cc1 | 1 | 4 | 0 | 1 | i | 2 | -5 | i | 1
